# PAX8 inh HTS: PAX8 transcriptional activity inhibition; inhibition, % at 12.6 µM; hit rate 1.2% among 360,000; RMG-I TPO-luciferase reporter, SteadyGlo, 24 h; AID 652154;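 active = mean replicate inhibition at least 60% with every replicate also reaching 60%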;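 also: luciferase light reporting Pax8 driven TPO promoter activity; plate controls were median of neutral control wells for no effect and mitoxantrone controls for full effect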
# F508del corr: CFTR F508del correction in bronchial cells; activity (quench increase), % at 7.58 µM; CFBE cells, YFP halide quenching; stimulated with forskolin plus potentiator P3; % fluorescence drop versus neutral controls; hit rate 0.36% among 350,000;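 active = mean added fluorescence quench of at least 8% versus neutral control, with both replicates also reaching 8%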;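 also: cells transiently co-express mutant CFTR-F508del with the halide-sensitive YFP; corrector assay measuring rescue of mutant channel to the surface after 24 h compound exposure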
# GSIS activator: GLuc luminescence reporter in INS-1E cells, primary screen for activators of glucose-dependent secretion of insulin; INS-1E GLuc reporter insulin secretion, 2-3 h; activation, % at 16.6 µM; hit rate 0.61% among 370,000; AID 743287;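 active = lowest replicate activation of at least 40%, so every replicate reaches that level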;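 also: 0% = median of neutral control wells and 100% = median of IBMX positive control wells; some compounds called inactive have numbers as strong as hits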
# EWS-Fli inh: inhibitors of EWS/Fli oncoprotein transcriptional activity. A673 NR0B1-luciferase reporter, viability-normalised. inhibition, % at 12.6 µM. hit rate 0.67% among 350,000;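 active = mean inhibition of at least 50% after viability correction, with every replicate also passing that limit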;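 also: firefly luciferase signal divided by Alamar Blue viability fluorescence both relative to DMSO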
# DENV2 CPE rescue: DENV2-induced cell death inhibition. DENV2-infected cells, cytopathic effect rescue, plate reader. CPE inhibition, % at 9.99 µM. hit rate 1.7% among 350,000. AID 651640; in the data active = CPE inhibition above about 20%, passing the limit was not always enough; tested in BHK-21 cells;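 also: 0% = median of neutral control wells and 100% = median of positive control wells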
# miR122 inh: blocks miR-122 activity in Huh7 sensor cells | hit rate 0.3% among 340,000 | activation (reporter increase), % at 12.5 µM | Huh7 miR-122 Renilla luciferase sensor, 48 h; neutral wells = 0, positive control = 100;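 active = mean replicate activation score at least 90 and every replicate individually at or above 90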;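 also: higher luciferase means less miR-122 activity so hits act as miR-122 inhibitors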
# FN deposit inh: fibronectin deposition inhibition | AH1F fibroblasts, Alexa488-fibronectin deposition fluorescence, overnight | hit rate 0.086% among 350,000 | inhibition, % at 12.6 µM | AID 743247;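 active = mean inhibition across replicates of 30% or more, regardless of how many single replicates reach that level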;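 also: positive control wells lacked labelled fibronectin entirely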
#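 Test system: AH1F fibroblast monolayer depositing Alexa488-labelled fibronectin into matrix. Input: 10000 cells per well. Technique: fluorescence, ex 485 nm, em 525 nm. Buffer or medium: DMEM plus 2% serum, read in PBS. Timing: 1 h cell adhesion before compound, then overnight fibronectin incubation. Compound: single dose, pinned. Read-out basis: inhibition from reduced deposited-fibronectin fluorescence.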
# Starred values were filed as active, the others as inactive; . = not tested or not shown; & = joins results of further samples; [ ] = dose if it differs, or a comment. The order is random, and some 3.9% of all compounds hit somewhere here.
# Values run as follows: PAX8 inh HTS	F508del corr	GSIS activator	EWS-Fli inh	DENV2 CPE rescue	miR122 inh	FN deposit inh
O=C(NCCCN1CCCC1=O)c1cc(-c2ccc(F)cc2)nc2ccccc12
 : -31.6	5.3	.	-22.6	-0.1	-3.1	.
Cc1onc(NC(=O)NC(=O)c2ccccc2F)c1Br
 : -63.7	0.2	16.8	-38.7	-5.7	-3.8	-2.6
Cc1c(NC(=O)Nc2ccc([N+](=O)[O-])cc2)c(=O)n(-c2ccccc2)n1C
 : 15.6	-0.4	6.1	-4.9	-1.3	-19.4	5.9
C[C@H]1CN([C@@H](C)CO)C(=O)c2cccc(NC(=O)C3CC3)c2O[C@H]1CN(C)Cc1ccc(Cl)c(Cl)c1
 : .	-0.2	0.4	1.7	7.7	36.4[16.7 µM]	.
C[C@H]1CN([C@@H](C)CO)C(=O)CCCn2nncc2CO[C@@H]1CN(C)S(=O)(=O)c1ccc2ccccc2c1
 : -0.9&13.3	1.6&-2.6	-3.7&-15.7	-0.8&5.3	-3.7&-0.9	-2.9	-0.1&7.1
CC(C)(C)NC(=O)CCN(/N=C/c1ccccc1)C1=NS(=O)(=O)c2ccccc21
 : 26.3	-3.3	-0.5	7.5	1.0	-7.2	-2.4
C[C@@H]1CN([C@@H](C)CO)C(=O)c2cc(NS(=O)(=O)c3ccc(F)cc3)ccc2O[C@H]1CN(C)S(=O)(=O)c1cn(C)cn1
 : .	-0.7	15.3	-8.3	3.0	-2.5[16.7 µM]	.
O=C(COC(=O)c1cc(Cl)ccc1O)NC(=O)NCc1ccccc1
 : -4.2	-0.7	11.9	-2.8	6.5	.	3.5
O=C1CCN(Cc2ccccc2)C(=O)N1c1ccccc1
 : -12.7	1.1	.	-0.5	-7.2	-0.4	-6.2
CC(=O)N(C)C[C@H]1Oc2ncc(-c3ccccc3C)cc2C(=O)N([C@H](C)CO)C[C@@H]1C
 : .	3.9	12.0	-6.4	2.0	9.6[16.7 µM]	-6.6
COC(=O)c1ccc(CNC(=O)c2ccc(S(=O)(=O)N3CCCC(C)C3)cc2)cc1 (stereo not drawn)
 : -0.3	-1.6	-0.2	6.2	-1.8	1.3	6.0
CCc1ccc(NC(=S)NC(=O)CC(C)C)cc1
 : -135.0	-1.7	-3.6	-50.6	13.9	.	4.9
COc1ccc(-c2[nH]c(-c3ccc(C)cc3)nc2SCC(=O)NC2CCCC2)cc1
 : 26.1	-1.9	.	-0.4	-0.4	.	-15.1
CC(C)c1ccc(NC(=O)c2cc([N+](=O)[O-])ccc2N2CCOCC2)cc1
 : 5.6	-0.6	6.0	3.9	0.8	.	-1.4
CCSc1nnc2ccc(-c3ccc(OC)c(OC)c3)nn12
 : -24.0	3.9	-13.0	-8.1	-2.3	-6.5	-12.7
CCc1nc2nc(C)c(NS(=O)(=O)c3ccc(C4CCCCC4)cc3)c(=O)n2[nH]1
 : 26.0	0.6	-3.0	7.3	1.8	-2.5	1.3
COc1ccc(S(=O)(=O)N2CCCCC2)cc1-n1cnnn1
 : -6.4	-2.4	29.2	1.9	-0.7	-1.9	10.2
COc1cccc(/C=N/NC(=O)c2c(C)nc3ccc(Br)cn23)c1
 : 10.8	1.8	16.4	-9.8	-0.9	-5.2	6.0
CSc1ccccc1NC(=O)CN(C)C(=O)C1CC(=O)N(C(C)c2ccccc2)C1 (stereo not drawn)
 : 19.2	-1.0	-5.9	7.9	-9.8	.	-2.4
COc1ccc(C2=Nc3ccccc3NC(=O)C2N(Cc2ccccc2)C(=O)C2=NNC(=O)CC2)cc1 (stereo not drawn)
 : 5.6	-2.4	-16.8	-9.6	-6.6	-3.8	-0.1
Cn1cc(-c2csc(C(C)(O)c3cccnc3)n2)cn1 (stereo not drawn)
 : 13.8	3.2	.	11.8	-10.6	-0.2	7.9
O=C1NC[C@@H](CCCCN2C[C@H](Cc3ccccc3)N(CCc3ccc(O)cc3)C(=O)C2=O)N(Cc2ccccc2)C1=O
 : 4.6	1.0	-9.2	-11.9	-4.0	.	8.6
O=C(Nc1ccccc1)N(C1=NCCCCS1)c1cccc2ccccc12
 : -20.8	.	.	.	.	9.8	0.9
COc1ccc(N2CCN(C(=O)C3CCC(Cn4c(=S)[nH]c5ccccc5c4=O)CC3)CC2)cc1 (stereo not drawn)
 : .	.	-42.4	.	.	-2.4	3.0
COCCN(C(=S)Nc1ccc(C)cc1)C(C)c1ccco1 (stereo not drawn)
 : -2.0	-5.2	-1.1	-14.9	2.8	4.9	4.4
COc1ccc(Cn2nnnc2C(c2cc3cc(C)ccc3[nH]c2=O)N2CCN(C)CC2)cc1 (stereo not drawn)
 : 17.2	3.1	-5.9	8.8	-4.5	.	2.6
Cc1nc2c(ccc3nc(NC(=O)C4CC4)sc32)s1
 : 33.5	2.0	24.8	-14.7	-9.4	6.6	-7.7
CN(CCCC(=O)NCc1ccco1)S(=O)(=O)c1ccccc1
 : .	-0.1	-2.1	-1.7	9.3	6.1	.
C[C@@H]1CN([C@H](C)CO)C(=O)c2cc(NC(=O)Cn3cnnn3)ccc2O[C@@H]1CN(C)Cc1ccc(C(=O)O)cc1
 : .	3.3	-1.6	0.0	-0.1	-0.3[16.7 µM]	.
Nc1ccccc1C(=O)Nc1ccc(Cl)cc1Cl
 : -71.2	0.5	2.8	-96.0	4.2	.	1.8
CCN1/C(=C2/SC(=S)NC2=O)Sc2ccccc21
 : -18.1	1.4	3.7	2.4	4.7	.	1.6
Cc1c(C(=O)O)oc2ccc(S(=O)(=O)NC3CCCCCCC3)cc12
 : 21.5	2.6	-0.7	5.2	5.0	65.1	0.4
Cc1oc(-c2ccc(-c3ccccc3)cc2)nc1CN(C)C1CCOC1 (stereo not drawn)
 : -146.2	0.7	3.2	-118.1	-4.4	-2.0	8.8
CCC(=O)N1CCN(CCN=CC2=C(O)CC(c3cccs3)CC2=O)CC1 (stereo not drawn)
 : .	-0.1	-1.7	13.9	3.1	6.4	.
COc1cc(C(=O)Nc2ccc(Cl)c([N+](=O)[O-])c2)cc(OC)c1OC
 : 4.3	-0.7	-3.9	2.4	4.2	-7.1	8.3
N#Cc1cccc(NC(=O)c2cncn2-c2ccccc2)c1
 : 12.3	1.1	36.2	4.9	-5.8	-3.9	-5.3
COc1cccc(CNC(=O)CCC2CCCN(C(=O)c3cc(C)on3)C2)c1 (stereo not drawn)
 : 15.6	-2.8	10.6	-8.0	2.2	4.6	-1.0
Cc1cccc(C)c1NC(=O)CNCC(=O)Nc1c(C)cccc1C
 : 3.6	3.7	.	-5.6	1.2	1.7	-1.9
COc1ccc(CNC(=O)Cn2nc([N+](=O)[O-])c(Br)c2C)cc1
 : 6.2	1.1	-0.2	2.9	12.9	0.3	0.9
COc1c(Br)cc(/C=N/n2c(-c3ccccc3)n[nH]c2=S)c(O)c1Br
 : 2.6	-9.9	8.6	-9.0	2.9	3.4	-4.8

# Record cards, as listed above. Order of screens: PAX8 inh HTS | F508del corr | GSIS activator | EWS-Fli inh | DENV2 CPE rescue | miR122 inh | FN deposit inh
# CCN1/C(=C2/SC(=S)NC2=O)Sc2ccccc21 across the screens: -18.1 | 1.4 | 3.7 | 2.4 | 4.7 | . | 1.6
# Cc1oc(-c2ccc(-c3ccccc3)cc2)nc1CN(C)C1CCOC1 (stereo not drawn) across the screens: -146.2 | 0.7 | 3.2 | -118.1 | -4.4 | -2.0 | 8.8
# CCC(=O)N1CCN(CCN=CC2=C(O)CC(c3cccs3)CC2=O)CC1 (stereo not drawn) across the screens: . | -0.1 | -1.7 | 13.9 | 3.1 | 6.4 | .

# The list continues.
# Values run as follows: PAX8 inh HTS	F508del corr	GSIS activator	EWS-Fli inh	DENV2 CPE rescue	miR122 inh	FN deposit inh
O=Cc1cccn1Cc1ccc(Cl)cc1Cl
 : .	.	23.3	.	.	-9.2	5.9
Cc1c(C(=O)O)[nH]c2ccc([N+](=O)[O-])cc12
 : -23.7	2.7	-3.3	1.1	6.6	3.6	1.0
Nc1nc(N)c(C=Nc2ccc(Br)cc2)c(Nc2ccc(Br)cc2)n1
 : -16.1	5.1	39.8	9.4	5.3	.	3.6
COc1ccc(CN2C(=O)CCC2(C)c2nnnn2Cc2ccccc2)cc1OC (stereo not drawn)
 : -6.3	-0.2	12.2	-10.5	9.2	.	-4.2
O=C(CSc1ccccc1)Nc1ccncc1
 : -9.7	.	.	.	.	6.5	1.0
O=C(CCCn1c(=S)[nH]c2ccsc2c1=O)Nc1ccc2c(c1)OCCO2
 : -17.3	3.3	2.8	40.1	8.9	-4.9	-5.3
Cc1nn(Cc2ccc(Cl)cc2Cl)c(C)c1NC(=O)c1sc2ccccc2c1Cl
 : 13.3	.	.	.	.	-4.3	-8.4
O=C(Nc1ccccc1F)N[C@@H]1CC[C@H](CCNC(=O)C2CCOCC2)O[C@@H]1CO
 : 2.3	2.6	-2.3	-6.3	-8.2	.	7.9
CCOC(=O)[C@]12CCCC=C1N(Cc1ccccc1)C(=O)[C@H](CC(=O)NCCCCc1ccccc1)C2
 : 24.4	1.1	-34.3	-8.3	-2.3	.	-0.5
CC(OC(=O)CCC(=O)c1ccc(F)cc1)C(=O)NC1CCCCC1C (stereo not drawn)
 : -7.4	-0.8	-0.6	.	9.4	.	9.6
COCC(=O)N1[C@H](C(=O)Nc2ccccc2)[C@@H](CO)[C@@H]2Cn3c(ccc(-c4ccc(F)cc4)c3=O)[C@@H]21
 : 5.4	-2.7	3.1	1.0	-9.7	-7.6[16.7 µM]	.
Cc1ccsc1/C=C(\C#N)C(=O)NCc1ccco1
 : 30.4	1.0	2.1	-67.2	.	-4.7	-3.7
O=C(NC1CCCCC1)[C@@H]1[C@@H](CO)[C@@H]2Cn3c(cccc3=O)[C@@H]2N1CC1CCCC1
 : .	1.7	3.6	2.8	-1.0	.	.
Cc1nn(-c2ccccc2)c2c1/C(=N/O)CC(C)(C)C2
 : -7.1	.	.	.	.	5.1	7.2
C/C(=N/NC(=O)CNC(=O)c1cccs1)c1ccco1
 : -4.8	.	-2.5	0.8	-2.4	.	2.3
Cc1cc(C)c(C)c(S(=O)(=O)N[C@@H](C)C(=O)OC(C)C(=O)NC(N)=O)c1C (stereo partly drawn)
 : -8.1	-2.6	7.5	3.6	7.7	0.1	2.2
Nc1ccn(-c2ncc(C(F)(F)F)cc2Cl)c(=O)n1
 : 4.6	0.3	11.0	-7.5	-3.9	.	-6.7
Cc1c(NC(=S)N/C(=N/S(=O)(=O)c2ccc(Cl)cc2)c2ccccc2)c(=O)n(-c2ccccc2)n1C
 : 7.2	1.7	.	-4.1	-1.4	10.3	0.5
CC(NC(=S)Nc1ccccc1)C1COc2ccccc2O1 (stereo not drawn)
 : 4.4	-5.2	-9.5	17.4	12.1	.	-19.5
Cc1cc(NS(=O)(=O)c2ccc(NC(=O)NC3CCCCC3)cc2)no1
 : .	.	8.2	.	.	5.9	-2.8
Cc1ccc(NC(=O)Nc2ccnc(-c3cccnc3)n2)cc1
 : 9.4	-11.2	-0.6	-41.2	4.7	-2.6	8.6
CCCNC(=O)C[C@@H]1CC[C@H]2[C@@H](COc3ccc(NC(=O)c4ccc5c(c4)OCO5)cc3C(=O)N2C)O1
 : -25.5	1.0	-5.6	-0.7	-3.3	0.0[16.7 µM]	3.8
C=CCN(C(=O)Cn1nc(C)n2c(cc3cc(C)ccc32)c1=O)c1ccccc1
 : -4.4	-1.8	-13.5	.	0.3	.	4.2
CC(OC(=O)C1CCN(S(=O)(=O)c2ccc(F)cc2)CC1)C(=O)NC1CCCCC1C (stereo not drawn)
 : 0.7	1.0	-35.1	5.3	11.5	.	-4.7
CN(C)S(=O)(=O)c1ccc(Oc2ccccc2)cc1
 : -16.9	.	-9.6	.	.	-0.7	-0.2
OC(c1cccc(Cl)c1)c1nc(/C=C/c2ccccc2)cs1 (stereo not drawn)
 : -2.3	-3.4	-21.8	-24.7	14.6	.	-0.2
COc1ccc(-c2noc(CN(C)C3CCOCC3)n2)cc1
 : -34.7	4.1	-9.4	-22.0	-2.7	.	0.1
CNC(=O)CSc1nnc(-c2ccco2)n1-c1cccc(OC)c1
 : 3.4	4.3	1.1	-6.0	1.6	-5.5	-4.7

# High-throughput results: PubChem, Broad Institute
